GSH fluor: compound fluoresces at 488/530 nm on GSH beads. GSH beads flow cytometry, compound fluorescence 488/530 nm; hits give high values. fluorescence (KMESF) at 10 µM. 190,000 compounds, 0.25% hits; in the data active = fluorescence above about 89;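 note: glutathione beads carrying GST-tagged Bcl family fusion proteins plus one bare bead set; values are compound well signal with DMSO vehicle wells as background; inactives centre near 16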
Bim-Bcl-2: disrupts Bim peptide binding to human Bcl-2; P10415; Bead-based flow cytometry, Bim peptide-Bcl-2 binding; inhibition, % at 10 µM; 190,000 compounds, 0.06% hits; AID 950; in the data active = inhibition above about 40%;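 note: 0% = no compound wells with probe peptide and 100% = reference peptide inhibitor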
Target sequence (P10415 whole entry, looked up): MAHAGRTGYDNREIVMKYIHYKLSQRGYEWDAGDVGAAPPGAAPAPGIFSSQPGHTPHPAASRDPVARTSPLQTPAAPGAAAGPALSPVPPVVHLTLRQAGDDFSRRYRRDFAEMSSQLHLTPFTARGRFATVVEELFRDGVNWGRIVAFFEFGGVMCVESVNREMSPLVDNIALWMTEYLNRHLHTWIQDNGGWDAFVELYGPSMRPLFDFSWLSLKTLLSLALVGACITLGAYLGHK
Bim-Mcl-1: disrupts Bim peptide binding to human Mcl-1; Q07820; Bead-based flow cytometry, Bim peptide-Mcl-1 binding; inhibition, % at 10 µM; 190,000 compounds, 0.1% hits;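 note: 0% = no compound tracer wells and 100% = peptide blocker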
Target sequence (Q07820 whole entry, looked up): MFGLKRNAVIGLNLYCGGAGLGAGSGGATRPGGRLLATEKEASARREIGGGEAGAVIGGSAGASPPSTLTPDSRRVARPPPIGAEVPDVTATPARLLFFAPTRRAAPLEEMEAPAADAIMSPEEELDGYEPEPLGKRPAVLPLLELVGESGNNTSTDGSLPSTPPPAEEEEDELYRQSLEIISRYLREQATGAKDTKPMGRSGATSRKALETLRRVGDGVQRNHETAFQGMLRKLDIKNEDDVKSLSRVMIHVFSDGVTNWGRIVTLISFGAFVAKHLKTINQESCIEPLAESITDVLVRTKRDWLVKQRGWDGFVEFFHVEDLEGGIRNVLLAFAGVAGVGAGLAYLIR
RGS8-Gao reg: human RGS8-Galphao interaction regulation | 220,000 compounds, 0.34% hits | response (percent of control binding), % at 10 µM | multiplexed bead flow cytometry, RGS8-Galphao binding; actives lie on both sides | AID 1423 | P09471; in the data active = response below about 60% or above about 140%; inactive = in between;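 note: Galphao activated as the GDP aluminium fluoride complex binding bead-coupled RGS8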
Bcl-B Bim block: inhibitors of Bim-Bcl-B interaction, human; 190,000 compounds, 0.073% hits; bead-based flow cytometry, Bim peptide-Bcl-B binding; inhibition, % at 10 µM; Q9HD36;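 note: 0% = tracer peptide without compound and 100% = reference inhibitor peptide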
Target sequence (Q9HD36 whole entry, looked up): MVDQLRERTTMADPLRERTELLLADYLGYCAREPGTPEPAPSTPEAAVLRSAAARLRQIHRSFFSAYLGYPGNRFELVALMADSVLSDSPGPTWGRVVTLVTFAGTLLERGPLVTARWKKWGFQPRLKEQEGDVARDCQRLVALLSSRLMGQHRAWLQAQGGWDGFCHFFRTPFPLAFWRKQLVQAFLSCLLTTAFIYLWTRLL
RGS7-Gao reg: human RGS7-Galphao interaction regulation | AID 1439 | binding response (% of control), % at 10 µM | Multiplexed bead flow cytometry, RGS7-Galphao binding; actives lie on both sides | 220,000 compounds, 0.35% hits | P09471; in the data active = binding response below about 49% or above about 150%;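 note: fluorescent Galphao held in activated GDP-AlF4 state binding bead-coupled RGS7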
Bfl-1 Bim block: human Bim-Bfl-1 interaction inhibition; AID 1008; Q16548; inhibition, % at 10 µM; 190,000 compounds, 0.12% hits; Bead-based flow cytometry, Bim-Bfl-1 binding inhibition;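 note: 0% = wells without compound plus tracer and 100% = blocker peptide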
Mcl1-Bid inh: Mcl-1/Bid interaction inhibition; Q07820; TR-FRET Mcl-1/Bid-Dy647 peptide binding, 1536-well; inhibition, % at 21.7 µM; 220,000 compounds, 0.97% hits;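 active = compounds that cut the binding signal by more than half at the single screening dose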;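 note: His-tagged Mcl-1 with europium anti-His antibody binding Bid BH3 peptide; 0% = Mcl-1 plus peptide wells and 100% = peptide-only wells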
Bcl-W Bim block: inhibitors of Bim-Bcl-W interaction, human; bead-based flow cytometry, Bim peptide-Bcl-W binding; Q92843; inhibition, % at 10 µM; 190,000 compounds, 0.02% hits;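 note: 0% = bound tracer without compound and 100% = peptide blocker; higher means less fluorescent Bim peptide bound to Bcl-W beads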
Target sequence (Q92843 whole entry, looked up): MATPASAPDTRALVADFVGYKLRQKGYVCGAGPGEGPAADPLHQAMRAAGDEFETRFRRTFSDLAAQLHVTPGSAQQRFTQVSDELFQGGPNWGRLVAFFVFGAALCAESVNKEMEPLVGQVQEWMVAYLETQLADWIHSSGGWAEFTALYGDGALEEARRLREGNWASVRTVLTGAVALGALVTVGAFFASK
RGS4-Gao reg: modulates binding of RGS4 to human Galphao. Multiplexed bead flow cytometry; actives lie on both sides. binding response (% of control), % at 10 µM. 220,000 compounds, 0.33% hits. AID 1415; in the data active = binding response below about 49% or above about 150%; inactive = in between;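 note: fluorescent Galphao activated with aluminum fluoride binding bead-coupled RGS4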
Bcl-XL Bim block: human Bim-Bcl-XL interaction inhibition; Bim peptide-Bcl-XL binding, bead flow cytometry, fluorescence; inhibition, % at 10 µM; 190,000 compounds, 0.04% hits; AID 1007
Starred values were filed as active, the others as inactive. Cut-off read from the data, not from the text of the source, unless noted: active = inhibition above about 40%.

SMILES | GSH fluor | Bim-Bcl-2 | Bim-Mcl-1 | RGS8-Gao reg | Bcl-B Bim block | RGS7-Gao reg | Bfl-1 Bim block | Mcl1-Bid inh | Bcl-W Bim block | RGS4-Gao reg | Bcl-XL Bim block
CC(NC(=O)C(=O)NN=C1CCCCCC1)c1ccccc1 (stereo not drawn) | 4 | -4 | -1 | 103 | -4 | 101 | -7 | -8 | 0 | 103 | -7
CCOc1ccc(-n2cnnn2)cc1S(=O)(=O)NCc1ccccc1 | 33 | -12 | -2 | 101 | -7 | 97 | -12 | -5 | 0 | 100 | -2
CCS(=O)(=O)N1CCC(NC(C)=O)(c2ccccc2)CC1 | 10 | 3 | -1 | 94 | 0 | 89 | 0 | -17 | -2 | 91 | 0
CC(C)NS(=O)(=O)c1ccc(OCC(=O)NCCC2=CCCCC2)cc1 | 42 | -8 | -2 | 101 | -8 | 96 | -8 | -2 | 2 | 102 | -1
CC(=O)c1cccc(NC(=O)N2C3CCC2CC(NC(=O)Nc2ccccc2)C3)c1 (stereo not drawn) | 12 | -5 | 10 | 102 | -5 | 100 | -5 | -6 | 0 | 101 | -4
O=C1CC(C(=O)Nc2ncccn2)C(c2ccccc2)O1 (stereo not drawn) | 49 | -1 | 0 | 101 | 1 | 101 | -5 | -8 | 0 | 93 | -2
COc1ccc(CC(=O)N2CC(C)CC(C)C2)cc1OC (stereo not drawn) | 56 | -11 | -1 | 102 | -8 | 99 | -10 | 3 | 5 | 103 | -2
CCOc1ccccc1C(=O)NC1CC2CCCC(C1)N2C1CC1 (stereo not drawn) | 13 | 0 | 42* | 106 | 0 | 108 | 0 | 2 | -2 | 110 | 0
COc1ccc(-n2c(C)c([N+](=O)[O-])c3ccc(O)c(CN4CCCCC4)c32)cc1 | 10 | 4 | 2 | 92 | -3 | 79 | 8 | -49 | 1 | 25* | 3
CC(Sc1nnc2ccccn12)C(=O)NCc1ccc2c(c1)OCO2 (stereo not drawn) | 11 | -2 | 0 | 100 | -6 | 110 | -4 | -19 | -3 | 106 | -4
CCOC(=O)c1nnn(-c2nonc2N)c1-c1ccc(Cl)cc1 | 13 | -1 | -1 | 102 | -7 | 99 | -6 | -5 | -1 | 104 | -3
CCOc1ccc(Cc2nnc(SCC(=O)c3ccc(OC)cc3)o2)cc1 | 21 | -3 | 0 | 97 | -1 | 92 | -3 | -17 | -2 | 96 | 3
O=C(NC(=S)NNC(=O)c1ccccc1O)c1cccnc1 | 10 | -1 | -4 | 103 | -10 | 104 | 0 | -109 | 0 | 100 | -6
Cn1ccc(C(=O)Oc2ccc(C(=O)Nc3ccc(F)cc3F)cc2)n1 | 18 | 1 | -1 | 82 | 2 | 91 | 0 | -5 | -4 | 83 | -2
CC(=O)NC(C)c1nc2ccccc2n1C(C)C (stereo not drawn) | 19 | -7 | -1 | 96 | -7 | 93 | -9 | -9 | 4 | 94 | 0
COC(=O)c1cc(=O)n(C2CC2)c(=NC2CC2)s1 | 17 | 0 | -4 | 92 | -3 | 94 | 0 | -14 | -2 | 89 | -1
Cc1c(Br)c([N+](=O)[O-])nn1CC(=O)Nc1sc2c(c1C(=O)OC(C)C)CCCC2 | 60 | -7 | 0 | 101 | -6 | 100 | -7 | -32 | 0 | 106 | -3
Cc1nnc(-c2cnn(C)c2N)n1Cc1ccccc1 | 11 | -6 | -3 | 103 | -6 | 101 | -11 | -13 | 0 | 105 | -4
O=C(O)C12C[C@H]3C[C@@H](C1)CC(n1ncc(N4CCN(c5ccccc5)CC4)c(Cl)c1=O)(C3)C2 | 7 | 1 | -1 | 102 | -1 | 99 | -1 | -45 | 0 | 101 | -1
Cc1ccccc1NC(=O)Cn1c(O)c(N=NC(=O)c2ccccc2O)c2ccccc21 | 7 | 12 | 0 | 103 | 8 | 96 | 11 | 66* | 2 | 96 | 0
CCn1cc(CN2CCN(Cc3ccc(C)o3)C(CCO)C2)c2ccccc21 (stereo not drawn) | 14 | -5 | -1 | 104 | -6 | 111 | -6 | -69 | 0 | 102 | 0
COc1ccc(-c2nnc(N(C)C(=O)C3CCOC3)s2)cc1 (stereo not drawn) | 20 | -3 | -2 | 105 | -10 | 104 | -3 | -1 | -3 | 106 | -6
COc1cc(/C=N/Nc2nnc3c(n2)[nH]c2ccccc23)ccc1O | 10 | 2 | 0 | 116 | 5 | 102 | 1 | 90* | 0 | 99 | -1
CN(C)c1ccc(/C=C(/C#N)C(=O)NCc2ccccc2)o1 | 15 | -4 | -3 | 101 | -12 | 99 | -9 | -25 | -3 | 103 | -8
CCNC(=O)NC(=O)COC(=O)CCCSc1nc2ccccc2s1 | 11 | 0 | -2 | 105 | -6 | 101 | 0 | -30 | -1 | 104 | -2
CCN1CC2=C(OC(N)=C(C#N)C2c2cccs2)/C(=C\c2cccs2)C1 (stereo not drawn) | 11 | -7 | -2 | 101 | -12 | 98 | -14 | -8 | -1 | 100 | -7
Cc1ccc(S(=O)(=O)NCc2ccc(C(=O)N3CCN(Cc4ccccc4)CC3)cc2)cc1 | 25 | -13 | -5 | 103 | -7 | 99 | -18 | -12 | -1 | 100 | -6
COc1ccc(NS(=O)(=O)c2ccc3c(c2)NC(=O)CO3)cc1 | 13 | 0 | 1 | 103 | 0 | 104 | -3 | -44 | 0 | 104 | -2
Cc1ccccc1Nc1cc(C)c2c(O)cccc2n1 | 16 | 1 | -2 | 103 | -6 | 100 | 7 | -1 | -1 | 102 | -1
COc1ccccc1/C=C/C(=O)c1ccc(NC(C)=O)cc1 | 7 | 13 | 15 | 71 | 11 | 77 | 11 | -3 | 18 | 80 | 22
O=C(c1cccs1)N1CCC2(O)CCCCC2C1c1ccc(F)cc1 (stereo not drawn) | 16 | -1 | -2 | 95 | -7 | 96 | -1 | -55 | -5 | 98 | -7
O=C(CCc1ccccc1)NNC(=O)COc1ccccc1 | 9 | -4 | -1 | 91 | -2 | 98 | -1 | -20 | -2 | 97 | 0
CN(c1ccccc1C(=O)N1CCN(Cc2ccc3c(c2)OCO3)CC1)S(C)(=O)=O | 10 | 7 | 3 | 105 | 3 | 100 | 4 | -14 | 0 | 104 | 1
CCCOC1CCCN(Cc2cn(C)nc2-c2ccccc2F)C1 (stereo not drawn) | 17 | -4 | -2 | 105 | -1 | 100 | -6 | -16 | -2 | 102 | -3
CCOC(=O)c1cc(NC(=O)c2ccc(OC)cc2)c(=O)oc1-c1ccccc1 | 4 | 4 | 0 | 99 | 5 | 96 | 3 | -23 | 4 | 97 | 2
CC(C)CCNc1nc(-c2ccco2)c2c(c1C#N)CCCC2 | 36 | -9 | -1 | 96 | -10 | 104 | -2 | 3 | 3 | 103 | -2

Printed as active in RGS4-Gao reg, of those listed so far:
SMILES | GSH fluor | Bim-Bcl-2 | Bim-Mcl-1 | RGS8-Gao reg | Bcl-B Bim block | RGS7-Gao reg | Bfl-1 Bim block | Mcl1-Bid inh | Bcl-W Bim block | RGS4-Gao reg | Bcl-XL Bim block
COc1ccc(-n2c(C)c([N+](=O)[O-])c3ccc(O)c(CN4CCCCC4)c32)cc1 | 10 | 4 | 2 | 92 | -3 | 79 | 8 | -49 | 1 | 25* | 3

Remaining list, next part:
SMILES | GSH fluor | Bim-Bcl-2 | Bim-Mcl-1 | RGS8-Gao reg | Bcl-B Bim block | RGS7-Gao reg | Bfl-1 Bim block | Mcl1-Bid inh | Bcl-W Bim block | RGS4-Gao reg | Bcl-XL Bim block
COc1cccc(-n2c(C)c(C(C)=O)c(C(C)=O)c2C)c1 | 35 | -7 | -2 | 103 | -7 | 99 | -14 | -37 | 0 | 101 | -4
CC(=O)Nc1ccc(S(=O)(=O)N2CCCN(S(=O)(=O)c3ccc(NC(C)=O)cc3)CC2)cc1 | 36 | -11 | -7 | 100 | -13 | 97 | -19 | -1 | -4 | 100 | -12
O=C(CSc1nnc(-c2ccncc2)n1-c1ccc(Cl)cc1)Nc1ccc(C(=O)O)cc1 | 14 | 1 | 1 | 99 | -3 | 99 | -2 | -14 | 0 | 104 | 0
COc1ccccc1OCc1n[nH]c(=S)n1Cc1ccccc1 | 12 | 3 | -2 | 96 | -8 | 102 | 6 | -44 | -2 | 99 | -4
Cc1ccc(C)c(Cn2cnc3c(oc4ccccc43)c2=O)c1 | 15 | -2 | -1 | 104 | -5 | 100 | -5 | 10 | -1 | 99 | -3
O=C(COC(=O)CCC(=O)c1cccs1)Nc1ccc(S(=O)(=O)N2CCOCC2)cc1 | 23 | -13 | -1 | 95 | -8 | 96 | -8 | -8 | 0 | 99 | -3
Cc1cc2c(cc(C(=O)OC(C(=O)NCC3CCCO3)C(C)C)n2C)o1 (stereo not drawn) | 12 | 0 | 0 | 98 | -2 | 98 | -3 | -25 | -2 | 99 | 0
Oc1ccccc1-c1nnc(SCCN2CCOCC2)n1Cc1ccccc1 | 21 | 0 | -1 | 97 | -4 | 94 | 1 | -41 | -3 | 96 | -6
CCc1ccc(NS(=O)(=O)c2ccc3[nH]cc(C(=O)N4CCc5ccccc54)c(=O)c3c2)cc1 | 17 | -6 | -13 | 103 | -9 | 97 | -16 | -27 | -1 | 105 | -9
O=C(/C=C/c1ccco1)NCCc1ccccc1 | 11 | -3 | -2 | 95 | -6 | 102 | -1 | -9 | -1 | 95 | 1
CCOC(=O)c1ccccc1NC(=O)CSc1nc2c(c(=O)n(C)c(=O)n2C)n1C | 25 | 1 | 2 | 100 | 0 | 100 | 0 | -20 | -1 | 100 | -2
O=C(CSc1nc2c(c(=O)n1-c1ccccc1)SCC2)N1CCN(c2ccccc2)CC1 | 15 | -8 | -3 | 101 | -12 | 95 | -5 | -27 | -7 | 96 | -8
CC1(C)CC(CC(=O)O)(c2ccc(Cl)cc2)CCO1 (stereo not drawn) | 40 | 0 | -4 | 119 | 0 | 109 | -2 | -3 | -1 | 108 | 0
COc1ccc(/C=C(\NC(=O)c2ccccc2)C(=O)N/N=C/c2ccncc2)cc1 | 15 | -7 | -1 | 89 | -2 | 103 | -2 | -14 | -2 | 107 | -2
Brc1ccc(-c2nnc(SCCC3OCCCO3)o2)cc1 | 7 | -5 | -1 | 95 | -4 | 91 | -8 | -18 | 5 | 95 | -6
C=C(C)CNC(=S)/N=c1\scc(C)n1CC | 20 | -2 | -3 | 99 | -15 | 103 | 0 | -28 | -5 | 103 | -5
COC(=O)c1cc(NC(=O)CC2NC3CCCCC3NC2=O)cc(C(=O)OC)c1 (stereo not drawn) | 14 | 3 | 0 | 94 | -3 | 94 | 1 | -31 | 3 | 92 | 2
CCOC(=O)N1CCN(C(=O)c2ccccc2NC(=O)c2ccc(C(C)(C)C)cc2)CC1 | 6 | -1 | -3 | 104 | -6 | 99 | 0 | -15 | -4 | 102 | -4
O=C(COc1ccc(S(=O)(=O)N2CCCCC2)cc1)NCC1CCCO1 (stereo not drawn) | 19 | -2 | -1 | 95 | -6 | 104 | -4 | -30 | 0 | 97 | -1
Cc1nc2nc(-c3ccco3)[nH]n2c(=O)c1Cc1ccccc1 | 15 | 0 | -1 | 99 | -4 | 98 | -1 | -9 | -3 | 97 | -1
O=C(O)c1ccccc1NS(=O)(=O)c1ccccc1C(F)(F)F | 29 | -1 | -2 | 97 | -9 | 101 | -9 | -5 | -2 | 101 | -8
Cc1nnc(NC(=O)Cc2ccc(OCc3c(C)noc3C)cc2)s1 | 26 | -10 | 0 | 103 | -9 | 99 | -7 | -2 | -3 | 100 | -4
COc1ccc(O)c(C(=O)CC(=O)c2ccc(F)cc2)c1 | 12 | -1 | -3 | 97 | 0 | 94 | -2 | -30 | -5 | 93 | 0

The order is random (roughly 1.8% active in at least one column).
